FBW7 activator: FBW7 E3 ligase activators, primary screen, biochemical, AlphaScreen, human; F-box/WD repeat-containing protein 7 (Homo sapiens), Q969H0; AID 1259310, 2017; hit rate 0.13% among 650,000; AlphaScreen FBW7–phospho-cyclin E peptide binding, activator screen; normalized activity (activation), % at 26.1 µM; in the data active means normalized activity above about 1.9%;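 further: purified mutant Fbw7 with reduced substrate affinity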
MITF inh: MITF inhibitors, primary screen, biochemical, AlphaScreen, human. Microphthalmia-associated transcription factor (Homo sapiens), O75030. AlphaScreen MITF homodimerization, bead proximity signal. inhibition, % at 2.6 µM. hit rate 0.91% among 650,000; in the data active means inhibition above about 50%;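 further: 0% = vehicle wells with protein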
Target sequence (O75030 whole entry, looked up): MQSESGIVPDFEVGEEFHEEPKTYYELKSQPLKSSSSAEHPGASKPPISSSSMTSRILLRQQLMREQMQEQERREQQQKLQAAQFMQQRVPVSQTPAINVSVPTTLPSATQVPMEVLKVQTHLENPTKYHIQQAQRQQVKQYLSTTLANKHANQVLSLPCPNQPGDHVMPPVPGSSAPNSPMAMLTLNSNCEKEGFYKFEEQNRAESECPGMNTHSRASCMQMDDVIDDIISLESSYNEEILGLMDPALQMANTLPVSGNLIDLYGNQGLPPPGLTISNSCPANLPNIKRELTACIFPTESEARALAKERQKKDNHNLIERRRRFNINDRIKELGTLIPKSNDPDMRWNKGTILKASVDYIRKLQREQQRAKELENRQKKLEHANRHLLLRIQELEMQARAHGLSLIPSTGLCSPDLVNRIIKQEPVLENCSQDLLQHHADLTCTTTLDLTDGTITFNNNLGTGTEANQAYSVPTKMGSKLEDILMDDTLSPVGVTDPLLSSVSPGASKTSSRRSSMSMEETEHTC
TEAD-YAP inh: TEAD-YAP interaction inhibition, primary screen, TEAD-YAP interaction inhibitor project, luminescence, HEK-TIYL cells; TEAD-Gal4/YAP UAS-luciferase luminescence; inhibition, % at 9.12 µM; hit rate 1.4% among 640,000; AID 1259422, 2018; in the data active means inhibition above about 32%;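 further: 0% = median of test compound wells and 100% = reference inhibitor wells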
GPR151 ag: activators of human GPR151, primary screen, cell-based, PathHunter beta-arrestin, luminescence; G-protein coupled receptor 151 (Homo sapiens), Q8TDV0; PathHunter beta-arrestin GPR151 cells; activation, % at 11.2 µM; hit rate 1% among 650,000; AID 1508602, 2020; in the data active means activation above about 4.9%;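 further: 0% = median of compound wells and 100% = cells with positive control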
Target sequence (Q8TDV0 whole entry, looked up): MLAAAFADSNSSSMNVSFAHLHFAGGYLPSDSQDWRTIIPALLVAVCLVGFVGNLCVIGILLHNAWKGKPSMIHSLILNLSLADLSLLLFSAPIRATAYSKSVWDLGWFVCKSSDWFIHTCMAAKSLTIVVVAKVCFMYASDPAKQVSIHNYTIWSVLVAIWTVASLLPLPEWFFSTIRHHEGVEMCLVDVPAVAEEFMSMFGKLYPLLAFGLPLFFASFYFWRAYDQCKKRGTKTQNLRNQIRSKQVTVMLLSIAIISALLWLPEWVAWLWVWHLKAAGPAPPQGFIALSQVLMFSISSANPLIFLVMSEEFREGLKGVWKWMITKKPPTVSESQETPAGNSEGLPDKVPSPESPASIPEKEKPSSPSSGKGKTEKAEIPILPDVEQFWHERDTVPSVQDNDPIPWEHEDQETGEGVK
* marks the source's active call; other numbers are inactive results. This is a random part of the collection. Share with any hit: about 3.4%.

Below each SMILES: FBW7 activator, GPR151 ag, TEAD-YAP inh, MITF inh
1. CC(C)CCN1CCNC(=O)C1CC(=O)NCCCCCN1CCOCC1 (stereo not drawn)
    -0.1, 0.0, -3, 6
2. c1ccc(Cc2nc(-c3ccccn3)no2)cc1
    0.1, 0.3, -24, 10
3. CC(=O)c1ccc(NC(=O)Nc2ccn(Cc3cccc4ccccc34)n2)cc1
    0.1, 4.0, -5, -16
4. CC(=O)NCC1CCCN(c2nc3nonc3nc2N2CCCCCC2)C1 (stereo not drawn)
    0.0, -1.0, 5, -9
5. O=C(Nc1c2c(nn1-c1ccc(Cl)cc1)CSC2)c1ccc(C(=O)c2ccccc2)cc1
    0.2, 0.8, -8, 10
6. COC(=O)C1=C(C)N(Cc2ccccc2)C(=O)/C1=C\c1ccccc1OCc1ccccc1
    -0.2, 1.4, 9, 8
7. CC(C)(C)c1ccc(Cn2nccc2N)cc1
    0.0, 0.2, 7, 18
8. O=C(N/N=C/C1=C(c2ccccc2)C2C=CC1C2)c1ccncc1 (stereo not drawn)
    0.2, 1.0, 7, 9
9. CCCN(CCC)C(=O)Cc1cccs1
    0.2, 0.2, -1, 17
10. O=C(Nc1ccc(F)cc1)c1cc(S(=O)(=O)N2CCOCC2)ccc1Cl
    0.2, -0.2, 9, 4
11. c1ccc(COC2CCN(Cc3ccc4c(c3)CN(Cc3ccco3)CCO4)CC2)cc1
    0.4, -1.3, 6, 16
12. Cc1ccc(C2OC3(C(=O)c4ccccc4C3=O)C3C(=O)N(Cc4ccccc4)C(=O)C23)cc1 (stereo not drawn)
    -0.1, 0.5, -11, -7
13. CCN(CC)C(=O)Cn1cc(C(=O)C(N)=O)c2ccccc21
    0.0, -1.6, -8, 9
14. Cc1ccc(NC(=O)CSc2nc3ccccc3c(=O)n2CCN2CCOCC2)cc1Cl
    -0.1, 0.3, 11, 3
15. CCOC(=O)C1=C(C)OC(N)=C(C#N)C1c1cccnc1 (stereo not drawn)
    -0.1, -0.3, 3, 4
16. CC1(C)c2ssc(=S)c2-c2ccccc2N1C(=O)CSc1nc2ccccc2o1
    0.1, -1.5, -4, 1
17. O=C(CSc1ccccc1)N1CCOc2ccc(-c3ccncc3)cc21
    0.0, -1.1, 34*, 11
18. Cc1ccc(-c2[nH]ncc2C=O)cc1C
    0.1, -0.8, 11, 4
19. O=C(NCC1Cc2cc(-c3ccsc3)cc(Cl)c2O1)c1ccc[n+]([O-])c1 (stereo not drawn)
    -0.1, -0.3, -4, -18
20. C=CCNC(=O)CSc1nnc2c3c(C)c(C)sc3ncn12
    0.8, -1.4, 3, 24
21. Cc1cccc(CN2CCN3C(=O)[C@H](Cc4ccccc4)N(C)C(=O)[C@H]3C2)n1
    -0.1, 1.2, -21, -8
22. COc1ccc(/C=C/C(=O)NC2CCCCC2C)cc1OC (stereo not drawn)
    -0.1, 0.7, -17, 9
23. COc1ccc(C(=O)O)cc1S(=O)(=O)NC1CCCCC1C (stereo not drawn)
    -0.2, -1.8, 0, 3
24. OC(CN(C1CCCCC1)C1CCCCC1)Cn1c2ccc(Br)cc2c2cc(Br)ccc21 (stereo not drawn)
    0.2, -0.7, -8, 19
25. O=c1c2c(nc3nc(NCc4cccc([N+](=O)[O-])c4)[nH]n13)CCC2
    0.2, 1.1, 1, 8
26. O=c1c(S(=O)(=O)c2ccc(F)cc2)c[nH]c2ccc(F)cc12
    0.0, 0.6, -4, -7
27. CCN(CC)S(=O)(=O)c1cc(C(=O)OCc2ccc(OC)cc2)ccc1Cl
    0.9, 1.2, -10, -3
28. CC(C)OP(=O)(OC(C)C)C(O)c1ccc2c(c1)OCO2 (stereo not drawn)
    -0.1, 0.5, 2, 2
29. Cc1ccccc1OCC(=O)NS(=O)(=O)c1ccccc1
    1.1, -1.2, -6, 0
30. O=C(Nc1ccccc1)N(O)c1ccc(Cl)cc1
    -0.1, 0.5, -12, -6

Pulled by structure from the list above:
Below each SMILES: FBW7 activator, GPR151 ag, TEAD-YAP inh, MITF inh
22. COc1ccc(/C=C/C(=O)NC2CCCCC2C)cc1OC (stereo not drawn)
    -0.1, 0.7, -17, 9
29. Cc1ccccc1OCC(=O)NS(=O)(=O)c1ccccc1
    1.1, -1.2, -6, 0
30. O=C(Nc1ccccc1)N(O)c1ccc(Cl)cc1
    -0.1, 0.5, -12, -6
27. CCN(CC)S(=O)(=O)c1cc(C(=O)OCc2ccc(OC)cc2)ccc1Cl
    0.9, 1.2, -10, -3
21. Cc1cccc(CN2CCN3C(=O)[C@H](Cc4ccccc4)N(C)C(=O)[C@H]3C2)n1
    -0.1, 1.2, -21, -8

More results follow:
Below each SMILES: FBW7 activator, GPR151 ag, TEAD-YAP inh, MITF inh
31. O=c1c(-c2ccc(Cl)cc2)c(N2CCCC2)c1=O
    0.5, -2.3, 9, 9
32. COc1ccc(C(=O)Nc2cccc(C(=O)Nc3nccs3)c2)cc1
    0.0, -0.7, 4, 6
33. CC(C)CNc1nc2c(c(=O)n(Cc3ccc(F)cc3)c(=O)n2C)n1C
    -0.2, -0.6, 24, 7
34. Cc1cc(NC(=O)CSCc2ccco2)no1
    -0.1, -0.6, -1, -9
35. COc1cc(NC(=O)c2cnc(N3CCN(c4ccccn4)CC3)s2)cc(OC)c1OC
    0.0, 3.1, 41*, 2
36. CC(=O)C1=C(O)C(=O)N(CCCO)C1c1ccccc1F (stereo not drawn)
    0.1, 0.0, 18, 12
37. CCN(Cc1ccccc1)Cc1cc(OC)c(OC)c(OC)c1
    -0.2, -1.7, -12, 6
38. Cc1nn(-c2ccc(C(=O)OCN3C(=O)c4ccccc4C3=O)cc2)c(C)c1Cl
    0.0, -1.5, 0, 13
39. CN1C(=O)c2cccc(NC(=O)c3ccc(S(=O)(=O)N(C)C)cc3)c2C1=O
    0.0, -0.1, 6, -3
40. CCOC(=O)c1c(NC(=O)C(C)Sc2nnc(CNC(=O)c3cccc(F)c3)n2-c2ccccc2OC)sc2c1CCC2 (stereo not drawn)
    -0.1, -0.1, 4, -1
41. COc1ccc2ccccc2c1/C=C1/SC(=Nc2ccccc2Cl)NC1=O
    -0.1, -0.9, 11, 0
42. NC(=O)[C@@H]1CCCN1C(=O)CCN1Cc2ccccc2OC(c2ccccc2F)C1 (stereo partly drawn)
    -0.1, 2.7, -7, -14
43. Cc1ccc(NC(=O)/C(=C/c2ccc([N+](=O)[O-])cc2)NC(=O)c2ccc(C(C)(C)C)cc2)cc1
    0.0, -0.3, -2, 6
44. COc1ccc(CCNC(=O)c2cnc(NCc3ccc4c(c3)OCO4)s2)cc1
    0.0, 1.7, 10, 5
45. Cc1cccc(C)c1NC(=O)c1cc2c(=O)n3ccccc3nc2n1C
    0.3, 0.8, 37*, -9
46. CCOc1c(Br)cc(C(=O)OC)cc1OC
    0.0, -0.6, -8, -6
47. O=C1OCc2cc(NC(=O)C3CCCO3)ccc21 (stereo not drawn)
    0.0, 3.5, -6, -5
48. Clc1ccc(Nc2nc(C3CC3)cs2)cc1
    0.3, 0.2, -67, 0
49. COc1ccc(CC(=O)Nc2nc(-c3ccccc3)cs2)cc1
    0.0, -0.1, -6, 7
50. CC1(C)CC(=O)C(C=NCc2ccccn2)=C(O)C1
    -0.8, 1.0, 1, 0
51. COC(=O)CNc1nc(Cl)nc(NC2CCCCC2)n1
    0.6, -0.1, -10, 3
52. CC1=CC2=NC(=O)/C(=C\c3ccc(OC(=O)c4cccc(C)c4)cc3)C(=N)N2O1
    -0.1, -1.9, 8, 7
53. CCOC(=O)c1cccc(NC(=O)CNC(=O)C2CCCCC2)c1
    0.8, 0.1, -6, 4
54. CCC1C(=O)Nc2ccccc2N1C(=O)c1ccc(Cl)nc1 (stereo not drawn)
    0.2, 3.6, 17, 3
55. Fc1ccc(NC(=S)Nc2nccs2)cc1
    -0.5, 0.5, 4, -14
56. CCOC(=O)c1ccc(NC(=S)N2CCN(C(=O)OCC)CC2)cc1
    -0.1, 0.1, -7, 6
57. COc1ccc(C(=O)NC(=S)Nc2ccccc2C(N)=O)cc1OC
    -0.1, 0.8, -4, -4
58. S=C(Nc1ccccc1)N1N=C(c2ccccc2)CC1c1ccccc1 (stereo not drawn)
    -0.1, -0.4, 9, 3
59. Cc1ncc(CO)c2cc(C(=O)Nc3ccc(F)cc3F)c(=N)oc12
    0.0, 1.9, -1, 4
60. COc1ccc(OC)c(CNc2ccc3c(c2)ncn3C)c1
    0.1, -0.3, -7, 3
61. COc1ccccc1C1C2=C(CC(C)(C)CC2=O)Nc2ccc3ncccc3c21 (stereo not drawn)
    0.0, -0.6, 10, 8
62. O=CNNC(=O)Cc1ccccc1
    0.0, 2.3, 1, 0
63. COc1ccc(CN(C(=O)c2cccc(F)c2)C2CC2)cc1OCc1ccncc1
    -0.2, 0.2, 0, 6
64. c1ccc(N=c2scc(-c3cccs3)n2-c2ccccc2)cc1
    -0.1, -0.6, 0, -2
65. CC(C)(C)NC(=O)CSc1nc2c(c(-c3cccs3)c1C#N)CCCC2
    0.4, -0.3, 10, 12
66. CN1CCCc2cc(CN3CCc4nnc(CCNC(=O)c5ccco5)n4CC3)ccc21
    -0.1, 0.1, -1, -2
67. N#C/C(=C\c1c(Oc2ccc(Cl)cc2)nc2ccccn2c1=O)C(=O)NC1CCCCC1
    0.1, -8.2, -6, 14
68. c1ccc(-n2nnnc2SCc2nc3ccccc3[nH]2)cc1
    0.0, -0.7, 0, 20
69. COc1cccc(C(=O)Nc2c3c(nn2-c2nc4ccccc4s2)CCC3)c1OC
    0.1, -1.6, -60, -11
70. Cc1noc(C)c1-c1nc(C(=O)NCCN(C(C)C)C(C)C)cs1
    0.0, 0.2, 4, -2
71. COc1ccc(Cc2noc(/C=C/c3ccc(Br)cc3)n2)cc1OC
    -0.3, 0.6, 4, 4
72. COc1ccc(-n2nc(C(=O)NCC(=O)N3CCN(c4ccc(F)cc4)CC3)c3ccccc3c2=O)cc1Cl
    -0.1, -0.9, -4, 4
73. COc1cccc(/C=C/c2[nH]c(=O)[nH]c(=O)c2[N+](=O)[O-])c1O
    0.5, 0.1, -6, 1
74. O=C(COC(=O)c1ccccc1)NC(=O)NC1CCCC1
    -0.2, -0.7, 3, 0
75. N#Cc1ccc(COCc2cc3cccc4c3n(c2=O)CCC4)cc1
    0.1, -0.1, 4, 7
76. O=C(Nc1c(C(=O)N2CCCCC2)cnn1-c1ccccc1)c1ccccc1
    -0.1, 1.9, 2, -3
77. Cc1sc(NC(=O)c2cnccn2)nc1-c1ccccc1
    -0.4, 3.3, -15, 18
78. Cc1nc(Nc2ccc(C(F)(F)F)cc2)c2c3c(sc2n1)CCC3
    0.1, -2.0, 10, 12
79. COC(=O)c1sccc1NC(=O)c1oc2ccccc2c1C
    -0.1, -0.3, 6, 8
80. COc1ccc(CNC(=O)Nc2ccc(Cl)cc2)cc1OC
    -0.1, -1.3, 6, -4

Remaining list, next part.
Below each SMILES: FBW7 activator, GPR151 ag, TEAD-YAP inh, MITF inh
81. COc1cccc2cc(-c3csc(Nc4ccc(Oc5ccc6ccccc6c5Cl)c(Cl)c4)n3)c(=O)oc12
    0.3, -0.5, -8, 9
82. CCOC(=O)C(Cc1cccc2ccccc12)SC#N (stereo not drawn)
    0.0, 2.6, 17, -2
83. O=C(CCC1(Cc2ccccc2)CCC(=O)N1)NCCc1ccccc1C(F)(F)F (stereo not drawn)
    0.1, -0.8, -34, 6
84. Cc1cc(NC(=O)CN2CCCC2)nc2c1c(=O)oc1ccccc12
    0.0, 3.4, -2, 11
85. Cc1ccc(S(=O)(=O)N(C)/N=C/c2cccc(Br)c2)cc1
    -0.1, 0.7, 2, -1
86. Cc1nc(Nc2ccc(Cl)cc2C)c2c3c(sc2n1)CCCC3
    0.1, -0.6, -4, 16
87. N#Cc1nc(-c2ccccc2)oc1NCc1ccco1
    -0.1, 1.2, -26, 15
88. CCOC(=O)N1CCc2c(sc(NC(=O)c3ccc(OC(C)C)cc3)c2C#N)C1
    0.2, -0.4, 9, -6
89. CCOc1ccc(NC(=O)CN2CCN(CC(=O)Nc3ccc(F)cc3F)CC2)cc1
    -0.1, 0.6, -1, -3
90. O=C(CCC1CCCN(C2CCSCC2)C1)N1CCN(c2ccccn2)CC1 (stereo not drawn)
    0.0, -0.5, -2, -18
91. CCCNc1nc(N2CCN(Cc3ccc4c(c3)OCO4)CC2)nc2c1ncn2C1CCCCC1
    0.0, 3.3, -4, 21
92. COc1ccc(-c2cc(-c3ccccc3)nc(SCC(=O)c3ccc(C)cc3C)c2C#N)cc1
    0.1, -0.2, -7, 6
93. O=C(Nc1ccccc1C(=O)O)c1cccc(S(=O)(=O)N2CCCC2)c1
    0.2, -2.2, 13, 10
94. O=C(Nc1ccc(Cl)cc1)c1nn2c(c1Br)NC(c1ccc(Br)o1)CC2C(F)(F)F (stereo not drawn)
    0.0, 1.7, -8, -3

Screens (PubChem BioAssay)
